PostGolgi yeast: growth inhibition of a yeast mutant, post-Golgi transport screen. inhibition, % at 10 µM. hit rate 0.9% among 98,000. post-Golgi transport phenotypic cell assay;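 note: yeast cells grown in 1536-well plates; yeast grown about 18 h at 30C before absorbance read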
PLAP act: activators of human placental alkaline phosphatase. P05187. purified PLAP enzyme, luminescent substrate read-out; stronger effect = higher value. activation fold at 20 µM. hit rate 1.2% among 96,000; in the data active = activation fold above about 2
Target sequence (P05187 whole entry, looked up): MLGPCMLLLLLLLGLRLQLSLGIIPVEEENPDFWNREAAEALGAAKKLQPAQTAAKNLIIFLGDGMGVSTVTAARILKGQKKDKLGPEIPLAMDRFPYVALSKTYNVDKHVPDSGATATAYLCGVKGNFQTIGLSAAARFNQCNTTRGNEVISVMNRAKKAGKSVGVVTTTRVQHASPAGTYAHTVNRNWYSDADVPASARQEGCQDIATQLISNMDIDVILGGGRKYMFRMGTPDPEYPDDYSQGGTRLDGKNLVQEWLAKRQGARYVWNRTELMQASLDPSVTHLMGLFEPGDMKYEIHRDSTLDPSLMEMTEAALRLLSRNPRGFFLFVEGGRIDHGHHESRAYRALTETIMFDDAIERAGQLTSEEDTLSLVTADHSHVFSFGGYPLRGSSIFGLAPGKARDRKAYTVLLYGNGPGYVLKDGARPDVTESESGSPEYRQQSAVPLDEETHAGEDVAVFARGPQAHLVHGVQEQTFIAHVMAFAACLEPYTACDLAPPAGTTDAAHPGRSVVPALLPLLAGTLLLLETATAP
sEH inh: inhibitors of human soluble epoxide hydrolase; P34913; recombinant human sEH enzymatic activity assay; inhibition, % at 2 µM; hit rate 0.34% among 91,000; AID 707; in the data active = inhibition above about 80%; note: values of inactives mirror those of a sister screen read the other way; many of its hits are not listed in these tables
Mac1 fbg inh: inhibitors of human CD11b/CD18 binding to fibrinogen | K562 CD11b/CD18 adhesion to fibrinogen, ATPlite luminescence; Mn2+ added to activate the integrin | inhibition, % at 10 µM | hit rate 0.54% among 93,000 | AID 1497;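 active = primary inhibition of 50% or more at 10 µM, then 40% or more on retest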; note: some results filed as inactive read as strong as hits
sEH act: soluble epoxide hydrolase (human) activation | activation, % at 2 µM | P34913 | hit rate 0.04% among 91,000 | purified human sEH enzymatic activity, activator screen; in the data active = activation above about 37%; note: values of inactives mirror those of a sister screen read the other way
S1P2 agonist: S1P2 (human) receptor agonism | hit rate 0.46% among 97,000 | AID 729 | O95136 | S1P2-expressing cell line, agonist reporter read-out | activation, % at 4.5 µM; in the data active = activation above about 16%;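 note: 0% = vehicle low control and 100% = maximal reference agonist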
Target sequence (O95136 whole entry, looked up): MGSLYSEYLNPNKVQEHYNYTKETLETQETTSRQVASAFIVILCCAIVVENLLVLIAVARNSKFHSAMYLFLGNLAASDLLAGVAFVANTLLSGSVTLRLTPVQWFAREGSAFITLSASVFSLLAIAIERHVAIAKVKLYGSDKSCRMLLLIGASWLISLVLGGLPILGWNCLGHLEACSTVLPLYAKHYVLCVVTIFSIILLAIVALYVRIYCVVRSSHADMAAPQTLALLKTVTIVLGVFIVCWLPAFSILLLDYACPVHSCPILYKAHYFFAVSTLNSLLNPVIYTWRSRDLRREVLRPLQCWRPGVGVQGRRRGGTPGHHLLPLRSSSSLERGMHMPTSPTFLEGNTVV
S1P2 antag: antagonists of human S1P2 receptor. hit rate 0.21% among 97,000. O95136. inhibition, % at 5 µM. cell-based S1P2 antagonist assay, inhibition at 5 uM; in the data active = inhibition above about 45%;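 note: CRE beta-lactamase reporter cells expressing human S1P2 stimulated with S1P; 0% = agonist at EC80 alone and 100% = agonist plus reference antagonist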
E coli WT exp: E. coli BW25113 growth inhibition, expanded screen. OD600 absorbance. growth inhibition, % at 100 µM. hit rate 0.15% among 98,000. AID 710;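 active = growth inhibition above about 50% at one test dose, limit read from the data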;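 note: growth measured after 20 h incubation at 37 °C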
PostGolgi ctrl: growth of the yeast control strain, post-Golgi counter-screen | efflux-deficient yeast background strain, growth absorbance A615, 16 h | inhibition, % at 10 µM | hit rate 5% among 98,000 | AID 738
Numbers without * were called inactive; / = not tested or not shown. Cut-off read from the data, not from the text of the source, unless noted: active = inhibition above about 30%; inactive = the rest.

SMILES	PostGolgi yeast	PLAP act	sEH inh	Mac1 fbg inh	sEH act	S1P2 agonist	S1P2 antag	E coli WT exp	PostGolgi ctrl
CC(C)C(NC(=O)c1ccc(Cl)cc1)C(=O)O (stereo not drawn)	0.8	1.3	6.2	-49.6	-7.0	-2.5	18.8	-5.0	15.5
CN(C)S(=O)(=O)c1cccc(-c2cn3cc(Cl)ccc3n2)c1	8.3	0.8	4.4	-16.5	-6.7	-0.4	-20.9	3.0	12.7
O=S(=O)(c1ccc(Br)s1)N1CCN(c2ccccc2)CC1	/	0.8	6.3	-6.2	-5.7	0.4	1.6	/	/
COc1ccc2nc(Nc3nc(CSc4nnnn4-c4ccccc4)cc(=O)[nH]3)nc(C)c2c1	12.4	2.2*	-11.7	-17.1	14.2	-2.9	7.6	-13.0	23.0
Cc1ccc(C(=O)Nc2ccc(S(=O)(=O)N3CCc4ccccc4C3)cc2)o1	1.4	1.4	27.7	19.4	-25.5	-1.9	-16.5	-5.0	47.9*
COc1ccc(-n2cnnc2SCc2cnc(-c3ccccc3)s2)cc1	-4.8	1.1	-6.9	-3.3	4.6	-3.2	10.0	7.0	10.8
C=CCn1c2ccccc2c2nnc(SCC(=O)NC(C(=O)OC)C(C)C)nc21 (stereo not drawn)	9.5	1.3	-12.2	-12.1	12.1	7.2	-24.8	-7.0	1.8
S=C(c1ccc2c(c1)OCO2)N1CCCC1	-15.3	0.8	3.9	-27.9	-1.7	-4.0	-5.8	1.0	2.7
COc1ccc(-c2cc(C(=O)NCc3cccnc3)no2)cc1OC	10.8	1.1	6.0	-6.8	-5.9	0.0	3.4	-12.0	18.4
CCc1nnc(NC(=O)CCC(=O)N2CCCC2)s1	7.4	0.9	4.2	-14.4	-4.2	-6.3	2.1	1.0	-2.6
Clc1cccc(-c2nc(NCc3cccnc3)c3ccccc3n2)c1	27.3	0.8	11.9	-1.3	-10.3	-2.5	8.4	-7.0	71.6*
CC(C)C(NS(=O)(=O)c1ccc2c(c1)OCCO2)C(=O)NCCc1ccccn1 (stereo not drawn)	0.2	1	/	-4.1	/	-5.8	-3.9	2.0	0.8
Clc1ccccc1-c1nnc2sc(CCc3ccccc3)nn12	3.4	1.2	-0.1	1.0	0.2	-4.9	-15.3	-5.0	13.1
Cc1cc(C)c(S(=O)(=O)n2cnc3ccccc32)c(C)c1	-5.4	0.9	0.5	-8.2	-3.4	-1.8	-4.1	2.0	4.8
Cc1ccc(Cc2cnc(NC(=O)/C(C#N)=C/c3ccc(-c4ccc([N+](=O)[O-])cc4)o3)s2)cc1	-5.8	0.9	5.7	-11.7	-8.4	-5.3	-17.5	-6.0	-0.7
O=C(c1cccc(F)c1)N1CCC(N2CCOCC2)CC1	1.3	1.3	-20.4	-6.8	22.8	-4.0	2.2	-2.0	-1.0
C=CCOc1ccccc1/C=N/O	4.8	0.8	-23.0	-8.8	22.3	-2.4	-4.1	12.0	15.2
Fc1ccc(C2=Nn3c(nnc3-c3n[nH]c4c3CCC4)SC2)cc1	16.4	1.1	1.7	-10.4	-1.3	-9.4	0.8	-5.0	17.2
CC1CCCN(C(=O)c2sc3cc([N+](=O)[O-])ccc3c2Cl)C1 (stereo not drawn)	8.2	0.8	-2.7	/	0.9	-1.9	7.9	2.0	17.7
COC(=O)[C@H](C)NC(=O)Nc1ccc(S(N)(=O)=O)cc1	1.4	0.9	-10.4	24.2	12.3	-3.0	26.0	-1.0	-3.8
CCOC(=O)CSc1nc2ccccc2c(=O)n1CCCCCC(=O)NCc1ccco1	-0.7	1.1	25.7	-8.1	-25.9	-6.8	22.5	-13.0	4.7
CC1=NN(C(=O)c2csc(C)c2)C(O)(C(F)(F)F)C1 (stereo not drawn)	0.3	1.2	17.6	-10.9	-15.8	-2.0	-9.3	-5.0	-4.6
CCc1ccc(C2CC(c3ccc(Cl)cc3)=NNC2=O)cc1 (stereo not drawn)	7.6	0.8	-0.9	-0.4	1.2	-3.2	-10.2	1.0	25.3
COc1ccc(OC)c2c1sc(=NC(=O)C(C)(C)C)n2C	-7.8	0.9	-20.6	8.5	19.6	-3.0	8.0	-4.0	18.6
CCc1nc(N2CCN(C(=O)c3ccco3)CC2)c2oc3ccccc3c2n1	16.4	1.2	-5.7	0.3	3.6	-3.4	-10.8	3.0	8.7

Some entries already given, limited to PostGolgi ctrl, PostGolgi yeast and sEH act.
| Structure | PostGolgi ctrl | PostGolgi yeast | sEH act |
| --- | --- | --- | --- |
| CC1CCCN(C(=O)c2sc3cc([N+](=O)[O-])ccc3c2Cl)C1 (stereo not drawn) | 17.7 | 8.2 | 0.9 |
| CC1=NN(C(=O)c2csc(C)c2)C(O)(C(F)(F)F)C1 (stereo not drawn) | -4.6 | 0.3 | -15.8 |
| Clc1cccc(-c2nc(NCc3cccnc3)c3ccccc3n2)c1 | 71.6* | 27.3 | -10.3 |
| CCOC(=O)CSc1nc2ccccc2c(=O)n1CCCCCC(=O)NCc1ccco1 | 4.7 | -0.7 | -25.9 |
| Cc1ccc(C(=O)Nc2ccc(S(=O)(=O)N3CCc4ccccc4C3)cc2)o1 | 47.9* | 1.4 | -25.5 |

The main list resumes, repeating the 3 entries before the break.
SMILES	PostGolgi yeast	PLAP act	sEH inh	Mac1 fbg inh	sEH act	S1P2 agonist	S1P2 antag	E coli WT exp	PostGolgi ctrl
CCc1ccc(C2CC(c3ccc(Cl)cc3)=NNC2=O)cc1 (stereo not drawn)	7.6	0.8	-0.9	-0.4	1.2	-3.2	-10.2	1.0	25.3
COc1ccc(OC)c2c1sc(=NC(=O)C(C)(C)C)n2C	-7.8	0.9	-20.6	8.5	19.6	-3.0	8.0	-4.0	18.6
CCc1nc(N2CCN(C(=O)c3ccco3)CC2)c2oc3ccccc3c2n1	16.4	1.2	-5.7	0.3	3.6	-3.4	-10.8	3.0	8.7
C=CCOc1nc(N(C)C)nc(N(C)C)n1	3.1	1	7.2	-5.1	-2.2	2.7	-30.8	3.0	-3.1
CC(C)C(=O)c1cn(CC(=O)NCc2ccco2)c2ccccc12	/	/	-6.7	/	8.2	-1.3	-1.2	/	/
O=C(Nc1ccc(OCC(=O)N2CCC(Cc3ccccc3)CC2)cc1)c1ccco1	0.3	1.9	15.5	-1.5	-16.9	-4.1	7.2	3.0	18.9
Cc1ccc(N2CC(C(=O)Nc3ccccc3C(=O)NC3CCCCC3)CC2=O)cc1 (stereo not drawn)	/	/	-2.0	/	-0.4	-5.9	3.8	/	/
COc1ccccc1C(=O)NCCn1cc(SCC(=O)NCc2ccco2)c2ccccc21	-3.0	/	26.7	/	-24.8	-6.7	6.0	-3.0	5.8
CS(=O)(=O)N(Cc1ccc(F)cc1)Cc1nc2ccccc2c(=O)[nH]1	-3.5	1	-2.8	-16.9	5.8	-0.7	8.4	-2.0	12.6
Cc1c(C(=O)NCc2cccnc2)oc2ccc(S(=O)(=O)N3CCCCC3)cc12	-0.3	/	9.7	/	-6.3	-6.5	-1.8	-1.0	-0.3
COc1cc(/C=N/n2cnnc2)ccc1OCCOc1ccccc1	1.7	0.9	-15.7	-2.9	14.2	-1.9	-8.4	-6.0	3.1
CCOC(=O)c1cccc(NC2c3ccccc3C(=O)N2Cc2ccco2)c1 (stereo not drawn)	-6.4	1	-8.1	55.6	7.0	-4.3	24.4	-8.0	9.0
CCOc1nc(-c2ccccc2)ccc1-c1noc(-c2cccs2)n1	-0.6	0.9	-13.7	/	11.8	0.2	13.3	-5.0	19.3
CCC(=O)N1CCc2cc(Br)cc(S(=O)(=O)CCC(=O)NCCc3ccccc3)c21	-1.3	1.1	7.3	-14.2	-9.4	-5.0	-9.7	-3.0	14.3
Cc1c(CNCc2cccs2)c(C(=O)O)c(C)n1Cc1ccccc1	0.5	/	-4.4	/	5.9	-5.5	5.7	-3.0	4.8
CCOc1ccc(N2CC(C(=O)Nc3ccccc3N3CCOCC3)CC2=O)cc1 (stereo not drawn)	9.5	1.6	3.7	-28.9	-4.6	-7.9	0.8	3.0	-5.6
O=C1OC(N2CCN(C/C=C/c3ccccc3)CC2)c2ccccc21 (stereo not drawn)	2.0	1	-6.9	-9.0	6.7	-0.1	9.0	11.0	11.5
CCCCn1c(SCc2ccccn2)nc2c1c(=O)n(C)c(=O)n2C	/	/	4.8	/	-3.6	1.5	-25.0	/	/
COC(=O)c1ccccc1NC(=O)CSc1nnc(-c2ccncc2)o1	-0.8	1	/	/	/	/	/	3.0	9.7
CC(=O)c1c(C)[nH]c(C(=O)CSc2nnc(-c3ccccc3)n2Cc2ccc3c(c2)OCO3)c1C	-0.3	0.8	-2.0	9.3	1.8	-4.7	15.3	-4.0	-0.7
N#Cc1ccccc1Cn1cc(C#N)c2ccccc21	/	/	7.5	/	-2.1	-6.2	-2.7	/	/
NC(=O)c1cccc2c1C(=O)N(C1CCCCC1)C2	0.8	1.1	5.0	0.8	-5.9	-3.3	-0.1	3.0	18.5
COc1ccc(-n2c(C)c([N+](=O)[O-])c3ccc(O)c(CN(C)C)c32)cc1	2.1	1.1	0.6	/	-0.2	-5.5	37.2	-10.0	2.4
CCNc1ccc(S(=O)(=O)C(F)(F)F)cc1NC(=O)C12CCC(CC1)C2	-6.2	0.6	-7.3	-7.9	10.6	-3.1	-9.3	-4.0	14.1
Cc1cc(Nc2ccccc2)nn1C(=O)c1ccc([N+](=O)[O-])cc1	/	/	-12.8	/	18.9	-3.8	-17.0	/	/
COc1ccc(-c2c(C)n([O-])c3c([n+]2=O)CCC3)cc1OC	23.4	0.9	-2.5	-13.5	6.5	-4.2	10.5	4.0	-4.2
NC(=O)c1c(NC(=O)COC(=O)CSc2nnc(-c3ccc(Cl)cc3)o2)sc2c1CCC2	-3.7	1.3	-3.1	-1.9	0.9	-3.6	13.6	-7.0	3.2
CCOC(=O)C1=C(c2ccccc2)NC(SCC(=O)Nc2ccccc2C)=C(C#N)C1c1ccco1 (stereo not drawn)	-5.2	1	1.5	4.6	0.1	-5.2	2.6	-17.0	2.2

The results go on:
SMILES	PostGolgi yeast	PLAP act	sEH inh	Mac1 fbg inh	sEH act	S1P2 agonist	S1P2 antag	E coli WT exp	PostGolgi ctrl
Cc1csc(SCC(=O)N2CCN(S(=O)(=O)c3ccccc3)CC2)n1	15.8	1	8.5	-7.0	-8.9	-7.0	6.9	0.0	1.8
CCCOC(=O)c1c(NC(=O)/C=C/c2cnn(C)c2C)sc(C(=O)OC)c1C	7.6	1.4	-1.5	15.8	2.3	-4.5	20.7	1.0	10.7
Cn1c(C(=O)N2CCCC(C(=O)NCc3ccc4c(c3)OCO4)C2)cc2sccc21 (stereo not drawn)	4.2	1.5	/	-1.0	/	-6.4	1.2	2.0	6.7
COc1ccc(NC2=Nc3ccccc3CC2)cc1	-2.1	1.2	/	-2.5	/	/	/	13.0	-1.3
O=C(NCc1ccco1)c1cccc2ccccc12	-9.3	0.9	-7.8	-16.9	7.9	-2.6	25.8	-6.0	24.9
CC(=O)Nc1ccc2c(c1)CCCN2C(=O)c1ccccc1	0.3	1	2.1	-3.5	-2.9	-3.7	8.5	-2.0	2.5
Cc1sc2nc(SCc3nnc(-c4cccs4)o3)n(C3CCCC3)c(=O)c2c1C	25.8	1.4	-1.4	19.9	2.0	-6.6	10.6	-14.0	30.3*
Cc1cc(C)c(C#N)c(SCC(O)CS(=O)(=O)Cc2ccccc2)n1 (stereo not drawn)	-8.9	1.1	-15.1	12.9	14.3	-3.8	1.8	9.0	20.0
Nc1nc(SCC(=O)NCCCN2CCOCC2)nc2sc3c(c12)CCC3	-2.9	1.1	10.7	14.0	-11.2	-4.2	15.2	5.0	-0.1
CCCn1c(SCC(=O)NC)nnc1C(C)C	7.3	1.4	-3.3	-5.9	0.9	-0.6	14.3	2.0	11.5
CCOc1ccc(Br)cc1S(=O)(=O)Nc1ccccc1N1CCOCC1	-6.9	1.6	13.6	9.5	-14.0	-1.5	-4.8	-15.0	28.9
Cc1ccccc1OCc1nnc(SCC(=O)N2c3ccccc3Sc3ccc(Cl)cc32)o1	0.5	1	-2.3	-0.6	1.0	-0.3	1.1	-29.0	5.3
CC12C(=O)N(n3cnnc3)C(=O)C1C1C=CC2C1 (stereo not drawn)	-2.7	0.9	1.1	-0.7	3.2	-2.9	-3.3	1.0	4.8
O=C(CN1CCc2ccccc21)NC(=O)NCc1ccco1	-4.5	1.1	4.8	-0.6	-5.2	-5.5	14.3	0.0	-9.7
ONC(=Nc1ccc(Cl)cc1)c1ccccc1	4.5	0.8	/	-4.4	/	-6.8	19.4	7.0	14.0
O=C1CC(N(O)C2CC(=O)N(Cc3ccccc3)C2=O)C(=O)N1Cc1ccccc1 (stereo not drawn)	19.0	1.1	7.2	/	-7.1	-5.4	28.4	3.0	12.6
COc1ccc(OC)c(N=c2oc3cc(O)ccc3cc2C(N)=O)c1	13.6	1.1	-14.3	-13.2	14.0	4.8	-2.2	-6.0	10.4
